Screening results from PubChem.
MEKK2mut PB1 HTS = MEK5 binding signal on mutant MEKK2 PB1, primary screen, biochemical, multiplex bead flow cytometry, Alexa488-MEK5; Alexa488-MEK5 binding to MEKK2 mutant; percent response, % at 10 µM; hit rate 0.35% among 290,000; in the data active means percent response above about 24%, passing the limit was not always enough; further: inactives centre near 1; some results filed as inactive read as strong as hits; reference of the scale not given here
MEKK2 WT-MEK5 = modulators of MEK5 binding to wildtype MEKK2, primary screen, biochemical, multiplex bead flow cytometry, Alexa488-MEK5 | Mitogen-activated protein kinase kinase kinase 2 (Homo sapiens), Q9Y2U5 | Alexa488-MEK5 binding to MEKK2 WT; actives lie on both sides | binding response (% of control), % at 10 µM | hit rate 1.1% among 290,000; in the data active means binding response below about 67% or above about 130%
UBC9 SUMO inh = inhibitors of in vitro SUMOylation cascade, primary screen, biochemical, HTRF, uHTS; SUMO-conjugating enzyme UBC9 (Homo sapiens), P63279; HTRF SUMOylation assay, SAE1/SAE2 + UBC9; inhibition, % at 35 µM; hit rate 0.36% among 290,000; AID 2006, 2009; in the data active means inhibition above about 50%, passing the limit was not always enough; further: strong numbers were not always called active
Target sequence (P63279 whole entry, looked up): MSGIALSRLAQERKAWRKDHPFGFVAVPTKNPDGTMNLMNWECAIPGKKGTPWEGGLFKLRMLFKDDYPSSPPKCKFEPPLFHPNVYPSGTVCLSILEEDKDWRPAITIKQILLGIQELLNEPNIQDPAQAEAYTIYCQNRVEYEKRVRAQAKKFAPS
Numbers without * were called inactive; [ ] = another dose, or the depositor's remark. These rows are one share of the data; rates above refer to the full screens.

SMILES	MEKK2mut PB1 HTS	MEKK2 WT-MEK5	UBC9 SUMO inh
COCCNC(=O)c1ccc2c3n(nc2c1)-c1ccc(C)cc1CO3	-17	91	47
COC(=O)CCC(=O)OC1(C)C(=O)C=C2C=C(C3CC3)N(CC3CC3)C=C2C1=O (centres undefined)	4	127	3
CCC1=C(OC(=O)N(CC)CC)N2C(=O)OC(=NCCOC)[C@]2(Cc2ccccc2)[C@H]2C1=CC[C@H]1C(=O)NC(=O)[C@H]12	8	98	2
Cc1nc(C(=O)NC2CC2)sc1C1(C)CC(c2cccc([N+](=O)[O-])c2)=NO1 (centres undefined)	5	100	-22
COC(=O)CCCC1=CC2=C(c3ccccc3)C(=O)C(C)(OC(=O)C3CCCC3)C(=O)C2=CN1c1ccc(OC)cc1 (centres undefined)	3	96	10
CC(C)(C)OC(=O)NCCCC[C@H](NC(=O)c1[nH]cnc1C(=O)Nc1ccccc1)C(=O)OC(C)(C)C	2	75	-44
O=C(NC1CC1)C1=C[C@@H](c2ccc3c(c2)OCO3)C[C@@H](OCCCCO)O1	-7	91	9
NC(=O)CC(NC(=O)Cc1cccc2ccccc12)c1ccc(NCCOc2ccccc2)c([N+](=O)[O-])c1 (centres undefined)	1	104	49
CCC(C)[C@H]1CN=C(N)N1CCCc1cc(OC)c(OC)c(OC)c1 (some centres undefined)	2	109	14
C#CCO[C@@H]1C[C@H](n2cnc3c(NC(=O)c4ccccc4)ncnc32)O[C@@H]1CO	5	95	18
C=CCN1C=C2C(=O)C(C)(OC(=O)C3CCCC3)C(=O)C(c3ccccc3)=C2C=C1CCCC(=O)OC (centres undefined)	4	96	3
CCC(=O)Nc1cccc(C2=NOC3(C2)C[C@@H](C(N)=O)N(C(=O)C(c2ccccc2)c2ccccc2)C3)c1 (some centres undefined)	7	99	5
Cc1ccc(-n2c(=O)[nH]cc(C(=O)Nc3ccc4c(c3)OCO4)c2=O)cc1C	7	108	8
O=C1NC[C@@H](Cc2ccc(O)cc2)N(CCc2cccc(F)c2)C1=O	3	101	18
Cn1cc(Cl)c(C(=O)N(Cc2ccccc2)c2ccccn2)n1	9	108	-9
CCO[C@H]1OC(C(=O)NC2CC2)=C[C@@H](C2CCCCC2)[C@@H]1CCCO	1	100	-19
O=C(Nc1cccc(-c2csc(Nc3ccc(Cl)cc3)n2)c1)c1cc([N+](=O)[O-])cc(C(F)(F)F)c1	0	97	-5
COC(=O)[C@@H]1C[C@@]2(O)[C@@H](O)[C@@H](O)[C@@H](O)C[C@H]2N1C/C=C/c1ccccc1	6	105	-10
CCOC(=O)c1ccc(NC(=O)c2nc[nH]c2C(=O)N[C@@H](C)C(=O)OC(C)(C)C)cc1	-6	97	-38
Cc1ccc(-c2csc3nc4cc(C(N)=O)ccc4c(=O)n23)cc1	-3	94	18
COC(=O)[C@@H]1C[C@@H]2CC[C@@H](O)C[C@@H]2N1Cc1ccc(OC)cc1	-5	99	15
CC/C=C/C(=O)N1CC2(CC(c3cccc(NC(=O)CC)c3)=NO2)C[C@H]1C(N)=O (some centres undefined)	6	100	25
CCC1=C(OC(=O)N(CC)CC)N2C(=O)OC(=NCCc3c[nH]c4ccccc34)[C@]2(Cc2ccccc2)[C@H]2C1=CC[C@H]1C(=O)N(c3ccccc3)C(=O)[C@H]12	-9	90	12
CCC1=C(OC(=O)N(CC)CC)N2C(=O)OC(=NCC(=O)OC)[C@]2(Cc2ccccc2)[C@H]2C1=CC[C@H]1C(=O)NC(=O)[C@H]12	6	99	-4
CN1C(C(=O)NCc2ccco2)CC2Cn3c(nc4cc5ccccc5cc43)C21 (centres undefined)	6	98	-2
CC1(OC(=O)CCc2ccccc2)C(=O)C=C2C=C(c3ccc(C#N)cc3)N(C3CCCCC3)C=C2C1=O (centres undefined)	1	137	12
COc1cc2cc(Oc3ccc4ccc(=O)oc4c3)c(=O)oc2cc1OC(=O)C=C(C)C	-2	72	5
CCCC[C@@H]1CNC(=O)C(=O)N1CC(C)(C)C	-3	100	-8
CC(C)C[C@H](NC(=O)c1[nH]cnc1C(=O)N[C@@H](C)C(=O)OC(C)(C)C)C(=O)OCc1ccccc1	-9	91	-49
Cc1ccc(SCCN2CCN(C)CCC2=O)cc1	1	88	6
Cc1ccc(CCNC(=O)C2CC(c3ccc(C(F)(F)F)cc3)=NO2)cc1 (centres undefined)	2	96	-22
CCC(C)[C@H]1CN=C(N)N1CCc1cc(C(F)(F)F)cc(C(F)(F)F)c1 (some centres undefined)	3	102	-8
CCOc1ccc(CCN2C(=O)C(=O)N([C@H](CCCN(C)Cc3ccccc3)CNCc3ccccc3)C[C@@H]2C(C)C)cc1	5	105	-5
CC1(C)[C@@H](O)CC[C@]2(C)C3C(O)C=C4[C@H]5C[C@@](C)(C(=O)O)CC[C@]5(C)CC[C@]4(C)[C@]3(C)CC[C@@H]12 (some centres undefined)	1	85	-13
COC(=O)c1ccc(C23CC4(C2)[C@H](CN(CC2CCCCC2)[C@@H]4c2ccccc2)C3c2ccccc2)cc1 (some centres undefined)	3	108	13
NCCCC[C@H]1CNC(=O)C(=O)N1CCCCC1CCCCC1	4	107	20
COC(C[C@H](O)[C@H](C)[C@H](O)COCc1ccccc1)OC	2	86	16
O=C(NCc1cccc(C(F)(F)F)c1)C1CC(c2cccc(F)c2)=NO1 (centres undefined)	5	97	4
O=C(/C=C/c1cccs1)N1CCC2(CC1)Oc1ccc(Cl)cc1C(=O)C21CC(c2cccnc2)=NO1 (centres undefined)	3	84	-4
Cc1cccc(NC(=O)c2nc[nH]c2C(=O)N[C@@H](CC(C)C)C(=O)OCc2ccccc2)c1	-4	99	-29
NC(=O)CC(NC(=O)Cc1ccc(Br)cc1)c1ccc(N2CCC(Cc3ccccc3)CC2)c([N+](=O)[O-])c1 (centres undefined)	5	99	40
C/C=C\C=C/C(=O)Nc1cccc(C2=NOC3(C2)C[C@@H](C(N)=O)N(C(=O)CCCCC)C3)c1 (some centres undefined)	4	92	13
COC(=O)CCC(=O)OC1(C)C(=O)C=C2C=C(C3CC3)N(C3CCCCC3)C=C2C1=O (centres undefined)	6	106	28
C[C@@H]1C=C(C(=O)NC2CC2)O[C@H](OCc2ccc(CO)cc2)C1	1	98	8
CCOC(=O)c1c(NC(=O)c2ccc(Cl)s2)sc(C)c1C	1	99	25
CC(C)n1cnc2c(Nc3cccc(F)c3)nc(NCCO)nc21	3	105	24
C=C(C)C(=O)N1CC2(CC(c3cccc(NC(=O)/C(C)=C\C)c3)=NO2)C[C@H]1C(N)=O (some centres undefined)	9	107	22
COc1cc(CCCN2C(=O)C(=O)NC[C@@H]2C(C)O)cc(OC)c1OC (some centres undefined)	4	2.0*[inhibitor]	18
CC(C)CCNC(=O)C1CC(c2ccc(C(F)(F)F)cc2)=NO1 (centres undefined)	1	105	-19
CCc1ccc(Nc2n[n+](C)c(-c3ccc(C(=O)O)cc3)s2)cc1	5	111	4
C=CCNC(=O)c1onc(CSc2cc(C)cc(C)c2)c1C(=O)NCC=C	-3	88	-26
NC(=O)CC(NC(=O)Cc1cccc2ccccc12)c1ccc(N2CCN(c3ccc(F)cc3)CC2)c([N+](=O)[O-])c1 (centres undefined)	2	96	15
NC(=O)CC(NC(=O)c1ccc(Br)cc1)c1ccc(N2CCN(c3ccc(F)cc3)CC2)c([N+](=O)[O-])c1 (centres undefined)	6	102	8
CC1CCN(C(=O)c2[nH]cnc2C(=O)N[C@@H](C)C(=O)OC(C)(C)C)CC1	1	98	-25
O=C(NCCn1ccc2ccccc21)c1ccc(S(=O)(=O)N2CCOCC2)cc1	4	103	-6
CCC1=C(OC(=O)N(CC)CC)N2C(=O)OC(=NCC3CC3)[C@]2(Cc2ccccc2)[C@H]2C1=CC[C@H]1C(=O)N(C)C(=O)[C@H]12	3	101	3
CCOC(=O)c1ccc(NC(=O)c2nc[nH]c2C(=O)N[C@@H](Cc2ccccc2)C(=O)OC(C)(C)C)cc1	-5	94	-39
CCC(C)[C@H]1CNC(=O)C(=O)N1CCCc1cc(OC)c(OC)c(OC)c1 (some centres undefined)	1	97	-9
C#CCOCCOCCOCCNc1nc(N2CCN(C(=O)[C@H](CCC(=O)O)n3cc(C(N)CO)nn3)CC2)nc(N2CCN(C(=O)[C@H](CCC(=O)O)n3cc(C(N)CC(C)C)nn3)CC2)n1 (some centres undefined)	2	66	0
COC(C[C@H]1O[C@H]1C(=O)COCc1ccccc1)OC	5	99	14

Some of these compounds in order of number of heavy atoms, lowest first.
SMILES	MEKK2mut PB1 HTS	MEKK2 WT-MEK5	UBC9 SUMO inh
CC(C)CCNC(=O)C1CC(c2ccc(C(F)(F)F)cc2)=NO1 (centres undefined)	1	105	-19
C=CCNC(=O)c1onc(CSc2cc(C)cc(C)c2)c1C(=O)NCC=C	-3	88	-26
C=C(C)C(=O)N1CC2(CC(c3cccc(NC(=O)/C(C)=C\C)c3)=NO2)C[C@H]1C(N)=O (some centres undefined)	9	107	22
NC(=O)CC(NC(=O)Cc1cccc2ccccc12)c1ccc(NCCOc2ccccc2)c([N+](=O)[O-])c1 (centres undefined)	1	104	49

Just MEKK2 WT-MEK5, for some of the entries so far:
Molecule | MEKK2 WT-MEK5
CC1CCN(C(=O)c2[nH]cnc2C(=O)N[C@@H](C)C(=O)OC(C)(C)C)CC1 | 98
O=C(NCCn1ccc2ccccc21)c1ccc(S(=O)(=O)N2CCOCC2)cc1 | 103
CCC1=C(OC(=O)N(CC)CC)N2C(=O)OC(=NCC3CC3)[C@]2(Cc2ccccc2)[C@H]2C1=CC[C@H]1C(=O)N(C)C(=O)[C@H]12 | 101

Next section.
SMILES	MEKK2mut PB1 HTS	MEKK2 WT-MEK5	UBC9 SUMO inh
COC(=O)[C@@H]1C[C@@]2(O)[C@@H](O)[C@@H](O)[C@@H](O)C[C@H]2N1CC(c1ccccc1)c1ccccc1	4	106	-8
CCCCC1=CC2=C(c3ccco3)C(=O)C(C)(OC(=O)c3ccc(OC)cc3)C(=O)C2=CN1CCOC (centres undefined)	2	93	-5
O=C(Cn1cnc2c(nnn2-c2cccc(Cl)c2)c1=O)N1CCOCC1	2	105	-7
CCCCCCN(C(=O)CCCCCN1C(=O)NC(c2cccc([N+](=O)[O-])c2)C(C(=O)OCc2ccccc2)=C1C)C(C(=O)NCCCC)c1ccc(OCC(=O)OC)c(C(=O)OC)c1 (centres undefined)	-7	85	-7
CC[C@@H](C)[C@H](NC(=O)OCc1ccccc1)c1nnc([C@@H](NC(=O)OCc2ccccc2)[C@@H](C)CC)o1	2	99	9
CCN1CCN(Cc2ccc(NC(=O)c3cc(NC(=O)c4cnn(-c5ccccc5)c4N)cc(OC)c3)cc2C(F)(F)F)CC1	53*	151*	-33
Cc1nc(C(=O)Nc2ccccc2)sc1C1(C)CC(c2cccc([N+](=O)[O-])c2)=NO1 (centres undefined)	4	93	-8
Cc1ccc(-c2csc3nc4ccc(C(=O)NCCO)cc4c(=O)n23)cc1	-10	93	47
CCC1=C(OC(=O)N(CC)CC)N2C(=O)OC(=NCC(=O)OC)[C@]2(C)[C@H]2C1=CC[C@H]1C(=O)NC(=O)[C@H]12	7	95	28
COC(=O)c1ccc(C2=NOC(C)(c3sc(-c4ccc(Cl)cc4)nc3C)C2)cc1 (centres undefined)	-1	97	-10
CN1C[C@@H]2C(c3ccc(Cl)nc3)C3(c4cccnc4)CC2(C3)[C@H]1c1ccccc1 (some centres undefined)	-2	100	-11
Cc1nc(C(=O)NCCC(C)C)sc1C1(C)CC(c2ccccc2)=NO1 (centres undefined)	3	85	-11
CC(C)[C@H](CO)Nc1nc(NCc2ccc(S(N)(=O)=O)cc2)c2ncn(C(C)C)c2n1	3	79	6
CCCCN1C(N)=NC[C@H]1Cc1ccc(O)cc1	4	100	11
N#Cc1ccc(C23CC4(C2)[C@H](CN(Cc2ccc(C(F)(F)F)cc2)[C@@H]4c2ccccc2)C3c2ccccc2)cc1 (some centres undefined)	5	106	9
CN1CCN(c2ccc(C(CC(N)=O)NC(=O)Cc3ccc(Br)cc3)cc2[N+](=O)[O-])CC1 (centres undefined)	1	99	20

As entered above.
`COC(=O)[C@@H]1C[C@@]2(O)[C@@H](O)[C@@H](O)[C@@H](O)C[C@H]2N1CC(c1ccccc1)c1ccccc1` in MEKK2 WT-MEK5 reads 106
`C=CCN1C=C2C(=O)C(C)(OC(=O)C3CCCC3)C(=O)C(c3ccccc3)=C2C=C1CCCC(=O)OC` (centres undefined) in MEKK2 WT-MEK5 reads 96
`CCCCN1C(N)=NC[C@H]1Cc1ccc(O)cc1` in UBC9 SUMO inh reads 11

Part of the list above, as labelled records.
Compound: COC(=O)CCC(=O)OC1(C)C(=O)C=C2C=C(C3CC3)N(CC3CC3)C=C2C1=O (centres undefined)
  MEKK2mut PB1 HTS: 4
  MEKK2 WT-MEK5: 127
  UBC9 SUMO inh: 3
Compound: CCC1=C(OC(=O)N(CC)CC)N2C(=O)OC(=NCCOC)[C@]2(Cc2ccccc2)[C@H]2C1=CC[C@H]1C(=O)NC(=O)[C@H]12
  MEKK2mut PB1 HTS: 8
  MEKK2 WT-MEK5: 98
  UBC9 SUMO inh: 2
Compound: Cc1nc(C(=O)NC2CC2)sc1C1(C)CC(c2cccc([N+](=O)[O-])c2)=NO1 (centres undefined)
  MEKK2mut PB1 HTS: 5
  MEKK2 WT-MEK5: 100
  UBC9 SUMO inh: -22
